# MBNL1 CUG block – blocks human MBNL1 binding to CUG repeat RNA | Potency, µM (series often up to 57.5 µM), for inactives: at the top dose activity change, negative = inhibition, most hits filed as inhibitors | AID 2675 | TR-FRET MBNL1-His/biotin-(CUG)12 binding, 665/545 ratio | hit rate 0.036% among 280,000; active = well fitted inhibition curve with a large enough effect in the signal ratio, with a control signal flat, not every such curve was filed as active; inconclusive = small, poorly fitted or top-dose-only effect, or effect the other way, or a change in a side signal; inactive = no such curve, though single readings can be large or run the other way; the % refers to the signal ratio; also: potency is read from the fitted curve at half-maximal effect; % is scaled to controls: 0 for no effect and ±100 for the full control effect
#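 Compounds (final 92 nM to 58 uM) are added to His-tagged MBNL1 and biotin-(CUG)12, then terbium anti-His antibody and streptavidin-XL665 (5 nM final). After 60 min at room temperature, the 665/545 nm ratio is read.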
# TSHR antag – antagonists of human thyroid stimulating hormone receptor | TSHR-expressing cells, TSH-stimulated cAMP HTRF, 2 h; stronger effect = lower value | hit rate 0.2% among 330,000 | activity change, negative = inhibition, % at 11.5 µM;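 active = activity change below a set negative limit, meaning inhibition stronger than a set level, cut at about -70% in these data; inconclusive = activity change between two set negative limits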; also: % is scaled to controls: 0 for no effect and ±100 for the full control effect
#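 Read-out is FRET at 665 nm (cryptate excitation 337 nm) from a cryptate-tagged anti-cAMP antibody, competed by cell cAMP against cAMP-d2. Compounds are tested on freshly harvested TSHR cells challenged with 4nM TSH (EC80) for 2 hours at 37 deg C.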
# ASM inhibitor – inhibitors of human secretory acid sphingomyelinase | P17405 | placental ASM, HMU-PC fluorogenic substrate, 60 min | Potency, µM (series often up to 57.5 µM), for the others: at the highest dose activity change, negative = inhibition, usual class: inhibitors | hit rate 0.006% among 340,000 | AID 504937; also: potency is read from the fitted curve at half-maximal effect
#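 Steps: dispense placental human ASM, pin compound, wait 10 min at room temperature, add HMU-PC0 substrate at 9 uM final, incubate 60 min at 37 °C, add stop solution raising pH to 10, read fluorescence.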
# BCR signal inh – blocks chronic active B-cell receptor signaling; ABC-DLBCL IkBa-CBG/CBR reporter, luminescence ratio, 4 h; Potency, µM (doses to about 46.1 µM), without a hit: top-dose ratio change, negative = lower green/red ratio, usual class: inhibitors; hit rate 0.05% among 340,000; AID 493014; active = well fitted inhibition curve with a large enough effect in the signal ratio, with a control signal flat, not every such curve was filed as active; inconclusive = small, poorly fitted or top-dose-only effect, or effect the other way, or a change in a side signal; the % refers to the signal ratio;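 also: potency is read from the fitted curve at half-maximal effect; plate controls were basal doxycycline-induced cells for no effect and cells given 10 µM MG132 for full effect; MG132 reads +100%, hits lower the ratio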
#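 Compounds up to 46 uM were incubated four hours with TMD8 cells whose green CBG68 luciferase is fused to IkappaBalpha; red CBR luminescence normalised the signal, and concentration-effect curves were fitted to fusion, red and ratio data.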
# GALK inhibitor – blocks human galactokinase activity. Purified GALK, Kinase-Glo residual ATP luminescence. Potency, µM (highest dose often 57.5 µM), for the others: at the top dose activity change, negative = inhibition, actives largely listed as inhibitors. hit rate 0.007% among 270,000; also: potency is read from the fitted curve at half-maximal effect; % is scaled to controls: 0 for no effect and ±100 for the full control effect
#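 Luminescence from leftover ATP (Ultra-Glo luciferase/luciferin) served as read-out after a 1 h room-temperature reaction of 5 nM GALK with 35 uM ATP and 100 uM galactose.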
# Menin MLL FP TR – inhibitors of human menin-MLL interaction, mutant MLL peptide | O00255 | Menin + Texas Red MLL mutant peptide, fluorescence polarization | Potency, µM (series often up to 61.6 µM), inactives show at the top dose FP activity change, negative = inhibition, usual class: inhibitors | hit rate 0.23% among 270,000; active = well fitted inhibition curve with a large enough effect in the polarisation, with a control signal flat, not every such curve was filed as active; inconclusive = small, poorly fitted or top-dose-only effect, or effect the other way, or a change in a side signal; inactive = no such curve, though single readings can be large or run the other way; the % refers to the polarisation; also: potency is read from the fitted curve at half-maximal effect; % of control where 0% means no effect; many of its hits are not listed in these tables
# hERG WT inh – inhibitors of human wildtype KCNH2 potassium channel; hit rate 0.37% among 340,000; Q12809; U2OS, BacMam KCNH2, thallium flux FluxOr; stronger effect = lower value; activity change, % at 1.84 µM; AID 720551;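 active = maximum activity change below -70%; inconclusive = maximum activity change between -70% and -50%; inactive = maximum activity change above -50%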; also: % is scaled to controls: 0 for no effect and ±100 for the full control effect
# Target sequence (Q12809 whole entry, looked up): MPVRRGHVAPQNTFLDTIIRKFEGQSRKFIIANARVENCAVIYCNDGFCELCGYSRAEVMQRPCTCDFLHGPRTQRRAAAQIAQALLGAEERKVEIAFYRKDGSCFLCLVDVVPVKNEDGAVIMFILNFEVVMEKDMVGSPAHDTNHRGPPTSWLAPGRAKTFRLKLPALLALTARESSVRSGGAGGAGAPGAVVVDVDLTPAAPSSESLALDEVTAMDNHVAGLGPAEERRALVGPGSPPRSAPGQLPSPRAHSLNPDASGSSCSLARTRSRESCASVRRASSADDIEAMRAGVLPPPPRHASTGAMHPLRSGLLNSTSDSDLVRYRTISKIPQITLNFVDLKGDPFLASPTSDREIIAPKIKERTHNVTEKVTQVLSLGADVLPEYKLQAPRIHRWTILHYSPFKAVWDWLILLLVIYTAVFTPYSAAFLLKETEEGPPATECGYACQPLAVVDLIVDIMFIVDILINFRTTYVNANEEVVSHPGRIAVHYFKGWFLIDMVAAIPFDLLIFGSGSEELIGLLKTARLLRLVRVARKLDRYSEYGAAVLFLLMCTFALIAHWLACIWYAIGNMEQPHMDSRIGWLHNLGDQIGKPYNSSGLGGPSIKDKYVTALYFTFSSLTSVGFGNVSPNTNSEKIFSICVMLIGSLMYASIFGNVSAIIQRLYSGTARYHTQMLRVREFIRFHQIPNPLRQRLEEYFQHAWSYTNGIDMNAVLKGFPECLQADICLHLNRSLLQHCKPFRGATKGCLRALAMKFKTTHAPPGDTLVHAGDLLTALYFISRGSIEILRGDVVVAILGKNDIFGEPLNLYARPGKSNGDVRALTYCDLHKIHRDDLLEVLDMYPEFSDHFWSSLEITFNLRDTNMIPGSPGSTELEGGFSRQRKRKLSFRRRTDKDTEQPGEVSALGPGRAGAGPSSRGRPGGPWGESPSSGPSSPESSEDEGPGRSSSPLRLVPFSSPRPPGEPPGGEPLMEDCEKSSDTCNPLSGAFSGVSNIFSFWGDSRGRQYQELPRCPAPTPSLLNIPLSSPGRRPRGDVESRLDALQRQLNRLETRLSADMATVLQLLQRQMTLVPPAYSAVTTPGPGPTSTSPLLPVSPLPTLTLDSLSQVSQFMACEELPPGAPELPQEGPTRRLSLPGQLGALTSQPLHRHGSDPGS
#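 U2OS cells were transduced with wild-type KCNH2 virus (2.03 x 10^8 / mL) for 4 h at room temperature, then cultured overnight at 37 C. Thallium flux was read with FluxOr dye. Rate constants were normalized to DMSO controls.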
# USP2a block – inhibitors of human ubiquitin-specific protease USP2a; O75604; USP2 core, Ub-CHOP2 coupled fluorogenic reporter, 485/531; Potency, µM (titrated, usually from 38.3 µM), without a hit: top-dose activity change, negative = inhibition, hits mostly inhibitors; hit rate 0.01% among 330,000; AID 463254;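 also: potency is read from the fitted curve at half-maximal effect; plate controls were DMSO wells for no effect and full inhibition by NEM control for full effect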
#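 USP2 core (10nM final) preincubated 30min RT with compound in 20mM Tris-HCl pH 8.0, 2mM CaCl2, 2mM beta-mercaptoethanol, 0.05% CHAPS; 25nM Ub-CHOP2 plus 25nM reporter substrate added, fluorescence (Ex485/Em531) read after 60min.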
# Mito fusion yeast – inhibitors of mitochondrial division or activators of mitochondrial fusion; hit rate 0.23% among 320,000; Potency, µM (titrated, usually from 46.1 µM), inactives show at the highest dose growth rescue (activation), usual class: activators; S. cerevisiae fusion-defective mutant growth rescue, CellTiterGlo 48 h; AID 485298;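 also: potency is read from the fitted curve at half-maximal effect; % of control where 0% means no effect; nearly all actives have a fitted effect of over 45% in size; temperature-sensitive fusion mutants such as fzo1-1 at 37 °C on non-fermentable ethanol glycerol medium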
#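 Luminescent cell viability in 1536-well qHTS format served as the measure of rescued growth in ts fusion-mutant S. cerevisiae cultured on non-fermentable YPEG for 48 hours at 37C.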
# PKM2 activator – activators of human pyruvate kinase M2; AID 1631; hit rate 0.34% among 260,000; purified PKM2, Kinase-Glo ATP luminescence, activation; response scale: 0% is enzyme alone, no compound; P14618; Potency, µM (doses to about 57.5 µM), for inactives: at the top dose activation, actives largely listed as activators; also: potency is read from the fitted curve at half-maximal effect; % is scaled to controls: 0 for no effect and ±100 for the full control effect; nearly all actives have a fitted effect of over 55% in size
#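 Purified hPK-M2 (>95% pure) converted ADP (0.1 mM final) to ATP with 0.5 mM PEP in 50 mM imidazole pH7.2, KCl, MgCl2, Tween 20, BSA; 1 h at room temperature. ATP detected by Kinase-Glo luminescence.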
# Eya2 inh – blocks the phosphatase activity of human Eya2. O00167. recombinant Eya2, OMFP fluorescence dephosphorylation (OMFP is methylfluorescein phosphate). hit rate 0.006% among 330,000. Potency, µM (doses to about 76.9 µM), without a hit: at the top dose activity, negative = inhibition, actives largely listed as inhibitors; also: potency is read from the fitted curve at half-maximal effect; % is scaled to controls: 0 for no effect and ±100 for the full control effect
#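 Eya2 protein (added as 0.2 uM solution) was preincubated with compound for 10 min at ambient temperature in 50 mM HEPES pH 7.5, 50 mM NaCl, 5 uM MgCl2, 0.05% BSA, 1 mM DTT. OMFP (added at 50 uM) then reacted 10 min; fluorescence read at 485/525 nm.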
# An asterisk follows results filed as active; ? = inconclusive; / = not tested or not shown; [ ] = remark or other dose. Unless noted, calls follow the shape of the dose curve; as a rule, active = well fitted curve in the direction sought with a large enough effect; inconclusive = small, poorly fitted or top-dose-only effect, or another doubt; inactive = no such curve, though single readings can be large; an effect the other way counts as inactive or inconclusive. A portion of the library; count on the stated rates, not on these rows.
# Results follow in this order: MBNL1 CUG block, TSHR antag, ASM inhibitor, BCR signal inh, GALK inhibitor, Menin MLL FP TR, hERG WT inh, USP2a block, Mito fusion yeast, PKM2 activator, Eya2 inh
> Cc1cc2cc(CNC(=S)NCc3ccccc3)ccc2n1C
  10%, -5, -6%, -1%, -1%, 0%, -16, 7%, -6%, -5%, 1%
> Cc1nnc(SCC(=O)Nc2ccc(N3CCOCC3)cc2)n1Cc1ccccc1
  /, 4, 2%, 3%, /, /, -9, -1%, 0%, /, -4%
> CC(=O)Nc1ccc(NC(=S)NC(=O)C2CCCC2)cc1
  12%, 18, -1%, 4%, -6%, /, 3, 4%, 2%, 9%, -1%
> COCCn1c(SCC(=O)N2CCCCC2)nc2cccnc21
  3%, -4, -1%, 5%, -4%, 11%, -3, 0%, 0%, 4%, 10%
> COc1ccc(NC(=O)CN(C)C(=O)c2ccc(COc3ccccc3)cc2)cc1
  /, 9, -4%, -1%, /, /, -1, 4%, 4%, /, 14%
> COc1cccc(NC(=O)C(=O)N/N=C/c2cc(C)n(-c3ccc(Cl)c(Cl)c3)c2C)c1
  -14%, -12, 3%, ?, 1%, 0%, 5, 0%, 0%, 6%, -2%
> C#CCNc1c(C)c(C)nc2ncnn12
  5%, 8, 2%, 3%, -3%, -18%, -11, 3%, -4%, -1%, 9%
> Cc1sc2ncnc(SCC(=O)N3CCCC(C(N)=O)C3)c2c1C (stereo not drawn)
  /, 0, -2%, ?, /, /, 2, 1%, -2%, /, 11%
> CCC(=O)N1c2ccc(S(=O)(=O)N(CCO)Cc3ccccc3)cc2CC1C (stereo not drawn)
  2%, -6, 0%, -6%, -1%, -16%, -5, 1%, -1%, -1%, 10%
> O=C(CSc1nc2ccccc2c(=O)n1NC(=O)c1ccccc1)c1ccccc1
  -6%, -9, -14%, ?, -1%, -29%, -8, 3%, 12%, 6%, 1%
> O=C(Nc1ccc2c(c1)C(=O)NC2=O)c1cc(Cl)ccc1Cl
  ?, 6, 5%, 12%, /, -9%, 4, 1%, 0%, ?, -7%
> O=C(O)/C=C/C(=O)NCc1cn(-c2ccccc2)nc1-c1cccc(Br)c1
  -12%, -10, 23%, -4%, -17%, -12%, 1, -3%, -7%, 0%, 10%
> Cc1csc(NC(=O)Cc2ccc(Br)cc2)n1
  -4%, 4, -1%, ?, 1%, 23%, -6, 1%, -11%, 5%, -8%
> CCCOc1ccc(-c2nc[nH]c2[N+](=O)[O-])cc1
  3%, 19, -1%, 7%, 8%, 0%, -16, 3%, -3%, -8%, -7%
> CC(C)=CC(=O)OCC(=O)Nc1ncc(Cl)c(C)c1Cl
  7%, -5, -1%, 3%, -2%, ?, -23, 0%, -1%, -2%, -1%
> Cc1cc(C(=O)Cn2cnc3cc(F)ccc3c2=O)c(C)n1C1CC1
  /, -5, -1%, ?, /, /, -3, -1%, /, /, -7%
> CC(C)Nc1nc(NC(C)(C)C)nc(Oc2ccc(=O)n(C)n2)n1
  2%, -3, 4%, 2%, 4%, 6%, -6, 2%, -2%, -1%, 3%
> CC(C)CC(NC(=O)C(NC(=O)C(Cc1ccc(OCc2ccccc2)cc1)NC(=O)OC(C)(C)C)C(C)C)C(N)=O (stereo not drawn)
  /, -13, 3%, 0%, 1%, ?, 8, 4%, -2%, 1%, -7%
> COc1ccc(C(c2sc3nc(C)nn3c2O)N2CC(C)OC(C)C2)cc1OC (stereo not drawn)
  4%, -8, 5%, -7%, -1%, 10%, -7, 2%, 1%, -3%, -10%
> COc1cc(-c2cc(-c3nnco3)c3ccccc3n2)cc(OC)c1OC
  17%, -12, -7%, -15%, 0%, 17%, -26, -2%, -10%, /, -2%
> COc1ccccc1NC(=O)C(C)OC(=O)C1COc2ccccc2O1 (stereo not drawn)
  /, -11, -1%, ?, /, /, 0, 1%, 1%, /, -3%
> CC(C)(C)NC(=O)c1nn2c(C(F)(F)F)cc(-c3ccccc3)nc2c1Br
  14%, 8, 4%, 1%, 3%, 6%, -12, 5%, 0%, -1%, -11%
> CCOc1cccc(C(=O)N/N=C/c2ccoc2)c1
  0%, 1, 5%, ?, -3%, /, 0, 1%, -1%, -7%, -7%
> O=C(CSC1=Nc2ccccc2C2CC=NN12)Nc1ccc2c(c1)OCO2 (stereo not drawn)
  0%, -13, -2%, -16%, -2%, 7%, -2, 4%, -4%, 2%, -3%
> CS(=O)(=O)N1CCN(c2ccccc2NC(=O)c2cccnc2Cl)CC1
  3%, 19, 4%, 5%, 2%, 4%, 2, 6%, 0%, 1%, -11%
> N/C(=N\OC(=O)c1cccc(Br)c1)c1ccccn1
  -4%, -2, -1%, ?, 0%, /, 9, 1%, 7%, -41%, 2%
> COc1cccc(OC)c1C(=O)NC(=S)Nc1ccc(S(=O)(=O)Nc2nccs2)cc1
  8%, -6, -5%, ?, -5%, ?, 4, -1%, 1%, 0%, -4%
> COc1ccc(C(=O)N/C(=C\c2ccco2)C(=O)NCc2cccnc2)cc1
  ?, 6, 0%, -2%, 0%, 1%, 68, 3%, -1%, 0%, -14%
> CCCN=C1CC(C)(C)CC(=O)/C1=C(/O)CCCN1C(=O)c2ccccc2C1=O
  0%, -9, -2%, ?, 1%, -30%, 0, 4%, -2%, 0%, 1%
> O=C(CSc1nc2ccccc2c(=O)n1CC1CCCO1)Nc1ccccc1Cl (stereo not drawn)
  -4%, 3, -1%, 3%, -3%, -15%, 2, 2%, 29%, -7%, -3%

# Part of the list above in order of length of the SMILES, rising:
# Results follow in this order: MBNL1 CUG block, TSHR antag, ASM inhibitor, BCR signal inh, GALK inhibitor, Menin MLL FP TR, hERG WT inh, USP2a block, Mito fusion yeast, PKM2 activator, Eya2 inh
> COc1ccccc1NC(=O)C(C)OC(=O)C1COc2ccccc2O1 (stereo not drawn)
  /, -11, -1%, ?, /, /, 0, 1%, 1%, /, -3%
> COc1ccc(NC(=O)CN(C)C(=O)c2ccc(COc3ccccc3)cc2)cc1
  /, 9, -4%, -1%, /, /, -1, 4%, 4%, /, 14%
> CCCN=C1CC(C)(C)CC(=O)/C1=C(/O)CCCN1C(=O)c2ccccc2C1=O
  0%, -9, -2%, ?, 1%, -30%, 0, 4%, -2%, 0%, 1%

# Continued.
# Results follow in this order: MBNL1 CUG block, TSHR antag, ASM inhibitor, BCR signal inh, GALK inhibitor, Menin MLL FP TR, hERG WT inh, USP2a block, Mito fusion yeast, PKM2 activator, Eya2 inh
> O=C(CSCc1ccccc1Cl)NNC(=S)Nc1ccccc1
  3%, 14, -7%, -2%, -5%, 17%, -7, 0%, -2%, -9%, 0%
> CC1(C)C(=O)Nc2ccccc2N1C(=O)COc1ccc(S(=O)(=O)N2CCOCC2)cc1Cl
  2%, -11, 0%, 2%, 0%, 15%, -4, -4%, 1%, -5%, 3%[15.4 µM]
> CC(C)(C)N(NC(=O)Nc1ccccc1)C(=O)c1ccccc1Cl
  -1%, 1, 5%, ?, -2%, 13%, 8, 0%, 1%, 1%, 2%
> Cc1cc(C)c(C)c(OCCOCCNCc2ccccc2)c1
  -4%, 6, 2%, ?, 0%, ?, -8, 0%, -14%, 0%, -1%
> O=C(O)c1ccc(-n2nncc2-c2ccco2)cc1
  -6%, 16, -3%, ?, -2%, 35%[activator], 1, 0%, 2%, -9%, -12%
> CN(C(=O)c1ccc(NC(=O)Cc2ccc(NC(=O)C3CCCN(C(=O)C4CC4)C3)cc2)cc1)C1CC1 (stereo not drawn)
  /, -13, 7%, 2%, /, /, 3, 2%, 0%, /, 12%
> COc1ccc(Cl)cc1NC(=O)CN(C)C(=O)c1cc(-c2cccs2)nn1-c1ccccc1
  /, -1, -5%, 5%, /, /, 1, 1%, ?, /, -15%
> Clc1ccc(-c2nc3ncccn3c2Nc2ccc3c(c2)OCCO3)cc1
  12%, 9, 0%, 0%, -1%, /, -7, 2%, 3%, 1%, -2%

# Source: PubChem (National Center for Advancing Translational Sciences (NCATS))
